Mot1-301 SUMO: inhibitors of SUMOylation pathway: yeast Mot1-301 growth rescue; S. cerevisiae Mot1-301 growth rescue, ATP luminescence, 38.5C; percent above DMSO median, 100 means doubled; 320,000 tested, 1% active; growth rescue, % at 18.8 µM;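 active means every valid replicate shows activation above 250% relative to neutral control wells; inactive means the rest, any valid replicate at or below 250%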;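 further: OY570 slx delta 5 strain wells were the positive control but not used for scaling; some compounds called inactive have numbers as strong as hits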
Arrestin-AP2 inh: human beta-arrestin and AP2 interaction inhibition | FITC-arrestin peptide / GST-AP2 beads, flow cytometry; AP2 beta2 appendage carries R879A mutation | inhibition, % at 10 µM | 340,000 tested, 0.31% active | AID 504490;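 active means inhibition above a set limit, near 3 SD of compounds lacking own fluorescence, cut at about 54% in these data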;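 further: plate controls were DMSO wells for no effect and 5 µM unlabelled arrestin peptide for full effect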
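test system = AP2 appendage R879A on GSH beads | buffer or medium = PBS plus Tween 20 (0.05%) and BSA (0.1%) | incubation = 12 min plus 1 h, RT | detection = bead flow cytometry, FITC channel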
NSD2 inh: blocks human histone methyltransferase NSD2 | O96028 | NSD2 peptide methylation, AlphaScreen, 120 min | inhibition, % at 12.5 µM | 310,000 tested, 0.54% active | AID 743445; in the data active means inhibition above about 50%
MITF act: increases MITF-driven TRPM1 promoter luciferase signal | SK-MEL-5 TRPM1-promoter luciferase, 24 h; % of positive control, neutral wells = 0 | activation, % at 12.5 µM | 300,000 tested, 0.75% active | AID 588334;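 active means mean activation of at least 80% with every replicate also reaching 80%; inconclusive means mean reaches 80% but some replicate falls short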;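 further: 0% = neutral control wells and 100% = parthenolide positive control wells; values of inactives mirror those of a sister screen read the other way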
PKA-R2B activ: activators of human PKA-R2B complex. activation, % at 11.4 µM. 340,000 tested, 0.079% active. AID 504700. PKA-R2B holoenzyme dissociation, Cy5-IP20 fluorescence polarization; R2B truncated from residue 108, S112A mutant; 0% DMSO only, 100% 113 µM cGMP;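 active means activation above a cutoff set at the mean over all compounds plus 3 SD, cut at about 18% in these data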;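 further: higher means more holoenzyme dissociation and a rise in polarization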
Target sequence (P31323 whole entry, looked up, other chains not shown, the tested form may be a part): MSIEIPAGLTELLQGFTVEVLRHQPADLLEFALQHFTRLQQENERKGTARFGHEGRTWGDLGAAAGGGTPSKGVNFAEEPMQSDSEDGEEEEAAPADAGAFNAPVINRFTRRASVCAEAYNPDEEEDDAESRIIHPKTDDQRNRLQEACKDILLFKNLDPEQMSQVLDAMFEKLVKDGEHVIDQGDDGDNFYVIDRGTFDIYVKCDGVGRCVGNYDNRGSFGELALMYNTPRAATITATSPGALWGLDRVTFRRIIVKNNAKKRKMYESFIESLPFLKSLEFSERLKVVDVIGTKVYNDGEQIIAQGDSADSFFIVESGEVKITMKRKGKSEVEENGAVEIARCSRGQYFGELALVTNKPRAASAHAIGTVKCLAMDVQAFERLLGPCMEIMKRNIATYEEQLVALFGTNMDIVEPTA
dFosB act: enhances mouse delta FosB homodimer DNA binding | purified delta FosB, TAMRA-CDK5 oligo fluorescence polarization; percent of positive-control signal above neutral wells | 340,000 tested, 0.99% active | AID 493131 | activation, % at 25 µM | P13346;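 active means mean activation above about 17%, with every replicate also reaching it, limit read from the data, passing the limit was not always enough; inconclusive means only one of the two conditions met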;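 further: fluorescence polarization rise as delta FosB binds a TAMRA Cdk5 AP-1 oligo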
SR-BI HDL uptake: blocks mouse SR-BI lipid uptake from DiI-HDL. Q61009. ldlA[mSR-BI] CHO cells, DiI-HDL uptake fluorescence, 3 h. inhibition, % at 12.5 µM. 320,000 tested, 0.96% active. AID 488896;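 active means mean replicate inhibition of at least 70% and a set share of replicates each scoring 70 or more; inconclusive means meets just one of the two criteria; inactive means fails both criteria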;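 further: 0% = median of neutral control wells and 100% = median of positive control wells; values of inactives mirror those of a sister screen read the other way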
Pemphigus Ab inh: inhibitors of pemphigus antibody binding to human desmoglein-3. 310,000 tested, 0.48% active. P32926. DSG3-coupled beads, scFv-anti-DSG3-GFP binding, flow cytometry; hits give low values. binding (percent of control), % at 10 µM;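 active means binding more than 3 SD below its plate's average and above zero; inconclusive means below that plate limit but binding exactly zero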;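 further: hits lower antibody fragment binding to DSG3; some compounds called inactive have numbers as strong as hits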
CDK5 p35 inh: CDK5/p35 (human) kinase inhibition. Q00535+Q15078. Recombinant CDK5/p35, ADP-Glo luminescence, 60 min. inhibition, % at 10 µM. 330,000 tested, 0.01% active. AID 488839;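 active means highest replicate inhibition of at least 50% and at least 75% of replicates reaching 50%; inconclusive means only one of the two criteria met; inactive means both criteria failed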;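 further: plate controls were DMSO neutral control for no effect and GW8510 at 10 µM for full effect; many of its hits are not listed in these tables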
Target sequence (Q00535 whole entry, looked up): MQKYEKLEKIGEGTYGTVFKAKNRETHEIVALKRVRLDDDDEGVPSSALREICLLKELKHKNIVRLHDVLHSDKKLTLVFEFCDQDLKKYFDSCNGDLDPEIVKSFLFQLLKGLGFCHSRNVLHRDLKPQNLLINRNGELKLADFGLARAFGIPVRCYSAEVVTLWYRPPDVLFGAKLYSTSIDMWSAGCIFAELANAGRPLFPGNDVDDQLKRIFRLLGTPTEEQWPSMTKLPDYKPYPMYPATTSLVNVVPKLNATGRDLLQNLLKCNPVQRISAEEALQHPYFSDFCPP
Target sequence (Q15078 whole entry, looked up): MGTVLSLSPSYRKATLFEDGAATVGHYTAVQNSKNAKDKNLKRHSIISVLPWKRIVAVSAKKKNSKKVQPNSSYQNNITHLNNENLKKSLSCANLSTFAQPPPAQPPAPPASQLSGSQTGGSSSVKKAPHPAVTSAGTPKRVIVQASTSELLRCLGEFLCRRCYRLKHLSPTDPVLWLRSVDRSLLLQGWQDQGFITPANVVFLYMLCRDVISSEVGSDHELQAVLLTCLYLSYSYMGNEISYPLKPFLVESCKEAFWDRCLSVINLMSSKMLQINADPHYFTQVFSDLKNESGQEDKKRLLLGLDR
SR-BI uptake up: activators of SR-BI mediated HDL lipid uptake; CHO ldlA[mSR-BI] cells, DiI-HDL uptake fluorescence, 3 h; 100 = double the neutral-control signal; activation, % at 12.5 µM; 320,000 tested, 0.096% active; AID 504775;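 active means mean replicate activation of at least 60% and every replicate at or above 60%; inconclusive means mean or all-replicate condition met, but not both; inactive means mean below 60% and not all replicates reaching 60%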;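 further: 0% = median plate neutral-control signal and 100% = twice that signal; values of inactives mirror those of a sister screen read the other way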
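Assay system: LDL receptor-deficient CHO ldlA cells overexpressing murine SR-BI / Medium: BSA-supplemented, HEPES-buffered Ham's F12, pH 7.4 / Probe or stimulus: DiI-labelled HDL at 10 µg/mL final / Timing: compound with DiI-HDL co-incubation, 3 h at 37 °C / Technique: bottom-read cell fluorescence after medium removal, ex 550/em 595 nm / Measure: HDL uptake via cellular fluorescence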
PKA-R1A activ: PKA-R1A complex activation; P00514+P68181; 340,000 tested, 0.083% active; PKA-R1A dissociation, Cy5-IP20 fluorescence polarization; scaled: DMSO 0%, 113 µM cGMP 100%; AID 504707; activation, % at 11.4 µM;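 active means percent activation above the mean of all tested compounds plus 3 SD, cut at about 19% in these data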;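 further: higher means more PKAc released from R1A so a rise in polarization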
An asterisk follows results filed as active; ? = inconclusive; . = not tested or not shown.

SMILES | Mot1-301 SUMO | Arrestin-AP2 inh | NSD2 inh | MITF act | PKA-R2B activ | dFosB act | SR-BI HDL uptake | Pemphigus Ab inh | CDK5 p35 inh | SR-BI uptake up | PKA-R1A activ
COc1ccc(NC2CCCN(C(=O)CSc3ccccc3)C2)cc1 (configuration not stated) | -25 | -9 | 12 | -1 | -2 | -6 | -12 | . | 1.5 | 12 | 0
O=C(CSc1nnc(-c2ccncc2)o1)Nc1ccccc1C(F)(F)F | -21 | -9 | 14 | -3 | 4 | -1 | -7 | 107 | -2.7 | 7 | -4
COc1cc2ccccc2cc1C(=O)NC(=S)Nc1cc(C(=O)O)ccc1C | . | -9 | -2 | 0 | -1 | -8 | 9 | 100 | 0.3 | -9 | -1
Cn1nnnc1SCCNCc1ccncc1 | -3 | -6 | -3 | -2 | 6 | 3 | -12 | 102 | -2.1 | 12 | 0
O=C(O)CCCC(=O)Nc1ccccc1C(=O)N1CCCC1 | -8 | 8 | -3 | 4 | -10 | 4 | -17 | 103 | 0.2 | 17 | 2
Cc1cc(Cl)c(S(=O)(=O)N2CC(C)OC(C)C2)cc1OCC(N)=O (configuration not stated) | 5 | 1 | -2 | 10 | -6 | -1 | -23 | 99 | -0.7 | 23 | 10
Cc1[nH]nc(-c2ccc(OCc3cnn(-c4ccccc4)c3)cc2O)c1Oc1ccc(Cl)cc1 | -6 | 34 | 0 | . | -4 | -5 | 33 | 106 | 0.4 | -33 | -16
COCCN1C(=O)c2ccccc2C(C(=O)NCCCN2CCCC2=O)C1c1c[nH]c2ccccc12 (configuration not stated) | . | 21 | -3 | 4 | -7 | -9 | -14 | 100 | 0.3 | 14 | -4
COC(=O)CCCC1=CC2=CC(=O)C(C)(OC(=O)c3cccs3)C(=O)C2=CN1C1CCCCC1 (configuration not stated) | -2 | 6 | . | -8 | -9 | 0 | 0 | 101 | 0.1 | 0 | -7
CCCn1c(Nc2nc3ccccc3n2C)nc2ccccc21 | 5 | -9 | . | . | 1 | -8 | 46 | . | -1.3 | -46 | 2
CCN(CC(=O)N1CCCC1)S(=O)(=O)c1cc(C)ccc1OC | -7 | 36 | -6 | . | -10 | 3 | -11 | 124 | 0.3 | 11 | 0
Cc1cc(O)ccc1N1C(=O)c2cccc3cc([N+](=O)[O-])cc(c23)C1=O | 8 | 6 | -3 | -15 | 3 | 4 | -6 | 99 | -1.1 | 6 | -3
COc1ccc(C(=O)NCc2ccco2)cc1S(=O)(=O)N1CCOCC1 | -4 | -4 | 4 | 7 | -7 | 1 | -27 | 96 | -2.5 | 27 | 0
Clc1ccc(-n2nnc(-c3ncc[nH]3)n2)cc1Cl | 13 | -1 | . | ? | 2 | 0 | 12 | 103 | 0.0 | -12 | -4
CC(C)(C)NC(=O)NC(=O)CSc1nncs1 | 2 | 8 | 2 | -4 | 4 | -1 | -13 | 95 | 0.6 | 13 | 5
O=C(CSCc1ccccc1Br)NNC(=S)NCc1ccco1 | -16 | 18 | . | -8 | 4 | -11 | 17 | 103 | 0.0 | -17 | -7
Cc1ccsc1/C=N/NC(=O)CSCc1ccc(Cl)cc1 | 17 | -6 | 8 | 11 | -7 | 5 | -16 | 107 | -0.4 | 16 | -13
COc1ccc(-c2csc(-n3ncc(-c4cccs4)c3N)n2)cc1 | 3 | 22 | 0 | 9 | -4 | 2 | 68 | 92 | -1.7 | -68 | -8
O=C(CN1CCOCC1)Nc1ccc(NC(=O)c2ccccc2F)cc1 | 1 | 0 | 4 | 3 | 3 | 7 | -11 | . | 0.8 | 11 | -2
CC(=O)c1sc(NC(=O)C2CCCN2S(=O)(=O)c2ccccc2F)nc1C (configuration not stated) | . | 24 | 2 | 7 | -5 | 21* | 2 | 101 | 0.7 | -2 | -18
O=C(CCC(=O)OCC(=O)c1cccc([N+](=O)[O-])c1)Nc1cccc(Cl)c1Cl | 324 | -4 | . | -7 | 4 | -2 | -8 | . | 2.4 | 8 | -6
COC(=O)CSc1nc(NCC(C)C)nc(N2CCOCC2)n1 | 22 | 11 | -1 | -5 | -12 | -8 | -27 | 98 | -1.1 | 27 | 9
Cc1ccc(-c2csc(N(CCCN3CCOCC3)C(=O)c3ccco3)n2)cc1 | . | -52 | 3 | 4 | 3 | -4 | 13 | 106 | -3.1 | -13 | 1
CC(=O)N1CCN(CC(C)(C)NS(=O)(=O)c2ccc(C)cc2)CC1 | 5 | -3 | 3 | -7 | -14 | -5 | -2 | 126 | 1.6 | 2 | -12
CC(=O)Nc1cccc(-c2cn3ccccc3n2)c1 | 14 | 5 | 2 | 13 | -2 | -10 | -18 | 111 | 0.8 | 18 | -13
Cc1cc(C)n(C(=O)CCCC(=O)n2nc(C)cc2C)n1 | 9 | 23 | -1 | -1 | -4 | -6 | 10 | 111 | 1.9 | -10 | 5
COC(=O)c1ccc(NC(=O)CN2CCOCC2)cc1 | 18 | 20 | -2 | 14 | 1 | 8 | 12 | 100 | 0.2 | -12 | -1
CCOc1ccccc1N(CC(=O)NC1CCCCC1)C(=O)CCC(=O)Nc1nccs1 | 4 | 0 | 1 | -10 | -10 | -4 | -14 | 99 | -3.9 | 14 | 3
CCOc1ccc(NCc2cccn2-c2nnc(N3CCC(C(=O)NCCCN4CCCCC4C)CC3)s2)cc1 (configuration not stated) | -10 | -10 | 47 | -1 | -4 | -15 | 5 | 105 | 0.0 | -5 | -2
O=S(=O)(c1ccc(Cl)cc1)N1CCN(c2ncccn2)CC1 | -20 | 21 | 0 | 11 | -5 | 1 | 13 | 87 | -1.8 | -13 | 13
O=C(CSc1ccc(-c2ccccn2)nn1)N1CCCc2ccccc21 | 2 | 42 | 4 | -1 | -1 | -4 | . | 115 | 0.0 | . | 9
Cc1ccc(S(=O)(=O)NNC(=O)c2cccnc2)cc1 | -15 | 6 | -5 | -10 | 12 | -6 | 3 | 103 | -0.3 | -3 | 6
Cc1ccsc1C1Nc2ccc3ncccc3c2C2=C1C(=O)CCC2 (configuration not stated) | -7 | 1 | . | -7 | 1 | -12 | 4 | 125 | -1.2 | -4 | -5
O=C(COC(=O)CSc1ccc(F)cc1)NCCCc1ccccc1 | -18 | 33 | -3 | 3 | 4 | -14 | -33 | 102 | 2.0 | 33 | 3
Cc1ccc(NCc2nnc(SCC(=O)N3CCCc4ccccc43)o2)c(C)c1 | 6 | 13 | 1 | . | -10 | -19 | -2 | 104 | -0.1 | 2 | 10
Cc1c(NC(=O)CN2C(=O)C(=O)c3ccccc32)c(=O)n(-c2ccccc2)n1C | . | 37 | 56* | -13 | -16 | -2 | -22 | 95 | -0.2 | 22 | -5
O=c1[nH]c2cc3c(cc2cc1CN(CC1CCCO1)S(=O)(=O)c1ccccc1)OCCO3 (configuration not stated) | 6 | 1 | -2 | -10 | 3 | 2 | -9 | 97 | -2.8 | 9 | 0
C=CCn1c(SCC(=O)Nc2ccc(N3CCOCC3)cc2)nnc1-c1ccncc1 | 29 | 27 | 0 | 2 | -1 | -5 | . | . | -4.0 | . | -11
O=C(NCC(=O)N1CCCC1)c1ccc(Cl)cc1 | -3 | 12 | -2 | 10 | -14 | 1 | 2 | 104 | 1.0 | -2 | -14
CCOC(=O)C1C(=O)NC(N2CCCCC2)=NC1c1ccccc1 (configuration not stated) | -21 | 5 | -2 | . | 8 | -5 | . | 102 | -0.2 | . | 3

Filtered by structure, those above containing a COOH group
SMILES | Mot1-301 SUMO | Arrestin-AP2 inh | NSD2 inh | MITF act | PKA-R2B activ | dFosB act | SR-BI HDL uptake | Pemphigus Ab inh | CDK5 p35 inh | SR-BI uptake up | PKA-R1A activ
COc1cc2ccccc2cc1C(=O)NC(=S)Nc1cc(C(=O)O)ccc1C | . | -9 | -2 | 0 | -1 | -8 | 9 | 100 | 0.3 | -9 | -1
O=C(O)CCCC(=O)Nc1ccccc1C(=O)N1CCCC1 | -8 | 8 | -3 | 4 | -10 | 4 | -17 | 103 | 0.2 | 17 | 2

(list continues)
SMILES | Mot1-301 SUMO | Arrestin-AP2 inh | NSD2 inh | MITF act | PKA-R2B activ | dFosB act | SR-BI HDL uptake | Pemphigus Ab inh | CDK5 p35 inh | SR-BI uptake up | PKA-R1A activ
CN(C)C(=O)CCc1ccc2c3c([nH]c2c1)[C@]1(CCc2ccccc2)[C@@H](C(=O)N2CCCCC2)C[C@H](CC(=O)NC(C)(C)C)C(=O)N1CC3 | . | 18 | . | 0 | -8 | -19 | -9 | 106 | 1.4 | 9 | -1
O=C(OCc1nc2ccccc2[n+]([O-])c1C(=O)c1ccccc1)c1ccco1 | -23 | -1 | -1 | -2 | -1 | 3 | -11 | . | -3.8 | 11 | -6
C(=N\Nc1nc(-c2ccccc2)cs1)/c1cccnc1 | 32 | -12 | 5 | 75 | -9 | -2 | 40 | 102 | 1.3 | -40 | -16
CN(Cc1ccc(F)cc1)C(=O)c1ccc2c(c1)NC(=O)CS2 | -8 | -23 | 0 | 1 | -9 | -6 | 0 | 92 | -4.2 | 0 | -6
CC(C)[C@H](NS(=O)(=O)c1ccccc1)C(=O)OCC(=O)NC(=O)NC1CCCCC1 | -9 | 2 | 5 | 6 | -1 | -10 | -7 | 125 | 1.4 | 7 | -3
O=C(CSc1ccccn1)N1CCOCC1 | -10 | 4 | 0 | 3 | -8 | -8 | 1 | 104 | -3.6 | -1 | 6

Complete entries, looked up by structure.
C(=N\Nc1nc(-c2ccccc2)cs1)/c1cccnc1 as listed: Mot1-301 SUMO = 32; Arrestin-AP2 inh = -12; NSD2 inh = 5; MITF act = 75; PKA-R2B activ = -9; dFosB act = -2; SR-BI HDL uptake = 40; Pemphigus Ab inh = 102; CDK5 p35 inh = 1.3; SR-BI uptake up = -40; PKA-R1A activ = -16
CC(C)[C@H](NS(=O)(=O)c1ccccc1)C(=O)OCC(=O)NC(=O)NC1CCCCC1 as listed: Mot1-301 SUMO = -9; Arrestin-AP2 inh = 2; NSD2 inh = 5; MITF act = 6; PKA-R2B activ = -1; dFosB act = -10; SR-BI HDL uptake = -7; Pemphigus Ab inh = 125; CDK5 p35 inh = 1.4; SR-BI uptake up = 7; PKA-R1A activ = -3

From PubChem BioAssay
